# Screening data (PubChem BioAssay)
# MPTP block: mitochondrial permeability transition pore inhibitors, primary screen, biochemical, isolated mouse mitochondria, absorbance; Ca2+ swelling absorbance, 30 min; inhibition, % at 10 µM; actives 1.4% (n = 360,000);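 active means inhibition of 50% or more, scaled per plate between neutral and stimulator controls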;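 further: 0% = DMSO wells given calcium and 100% = 1 mM EGTA wells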
# NLRP3 yeast inh: NALP3 inflammasome inhibitors in reconstituted yeast, primary screen, luminescence, uHTS; Yeast reconstituted NLRP3/ASC/caspase-1, beta-gal luminescence, 24 h; actives 0.39% (n = 330,000); inhibition, % at 10 µM;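 active means inhibition of 50% or more; inactive means inhibition below 50%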;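 further: plate controls were induced DMSO wells for no effect and uninduced yeast grown without galactose for full effect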
# APJ agonist: agonists of human apelin receptor APJ, primary screen, CHO-K1 cells, PathHunter beta-arrestin, luminescence; 0% DMSO wells, 100% apelin; activation, % at 20 µM; actives 0.11% (n = 330,000);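 active means activation more than six SD over the plate average, tested at 20 µM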;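 further: 0% = DMSO alone and 100% = apelin-13 at 10 nM; some results filed as inactive read as strong as hits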
# Target sequence (P35414 whole entry, looked up): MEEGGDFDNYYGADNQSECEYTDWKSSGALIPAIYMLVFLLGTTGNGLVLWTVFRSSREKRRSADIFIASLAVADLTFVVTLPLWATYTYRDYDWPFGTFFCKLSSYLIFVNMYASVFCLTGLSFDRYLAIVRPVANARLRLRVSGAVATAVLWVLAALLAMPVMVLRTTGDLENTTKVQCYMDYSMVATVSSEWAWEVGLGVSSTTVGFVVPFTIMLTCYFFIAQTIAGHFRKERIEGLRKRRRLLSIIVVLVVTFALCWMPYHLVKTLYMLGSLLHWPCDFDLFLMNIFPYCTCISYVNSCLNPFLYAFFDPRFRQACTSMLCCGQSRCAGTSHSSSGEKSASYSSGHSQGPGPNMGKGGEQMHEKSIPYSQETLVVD
#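 Test system – PathHunter CHO-K1 APJ (AGTRL-1) beta-arrestin reporter cells · Input – 1000 cells/well · Compound – single test compound dose, 20 µM final, 1% DMSO · Times – compound stimulation 90 min at 25 °C, detection 60 min · Technique – beta-gal luminescence · Read-out basis – APJ–arrestin association signal · Control set – negative DMSO alone, positive Apelin-13 at 10 nM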
# GRIN3A LBD mod: binders of NR3A ligand-binding domain, primary screen, biophysical, differential scanning fluorimetry, uHTS; NR3A LBD differential scanning fluorimetry, Tm shift; 0% = protein alone, 100% = glycine-bound protein; Tm shift relative to glycine control, % at 25 µM; actives 2.5% (n = 340,000); AID 1259313, 2017;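 active means melting temperature shift of at least 10% of the positive control shift, at one fixed dose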
# beta cell repl: inducers of MIN6 beta-cell proliferation, primary screen, ATP luminescence, uHTS. MIN6 cells proliferation, ATPlite luminescence, 48 h; cells starved in 0.2% serum; 100% = growth in 10% serum. proliferation, % at 10 µM. actives 0.29% (n = 330,000). AID 2380, 2010;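 active means compounds whose signal lies at least 3.5 SD above the mean of all wells on their plate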;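 further: 0% = DMSO-treated cells in low-serum medium and 100% = 10% serum control; some compounds called inactive have numbers as strong as hits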
# tim10-1 inh: growth inhibitors of tim10-1 mutant yeast, primary screen, luminescence, uHTS. S. cerevisiae tim10-1 ts strain growth, BacTiter-Glo, 24 h. inhibition, % at 20 µM. actives 2.2% (n = 330,000). AID 463190, 2010;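 active means inhibition of at least 40%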;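 further: mutant grown at 25 °C; 0% = DMSO wells with yeast and 100% = wells holding no yeast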
# APJ antagonist: antagonists of human apelin receptor APJ, primary screen, CHO-K1 cells, beta-arrestin complementation, luminescence; P35414; inhibition, % at 20 µM; actives 0.32% (n = 330,000);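 active means inhibition above about 40% at 20 µM, limit read from the data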;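 further: cells challenged with 10 nM apelin-13 agonist together with compound; plate controls were apelin-13 plus DMSO wells for no effect and DMSO wells lacking apelin-13 for full effect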
# tim23-1 inh: growth inhibitors of tim23-1 mutant yeast, primary screen, luminescence, uHTS; inhibition, % at 20 µM; S. cerevisiae tim23-1 growth, BacTiter-Glo luminescence, 24 h; actives 1.3% (n = 330,000); AID 463212, 2010;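 active means growth inhibition of the mutant yeast at or above 50%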;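 further: temperature-sensitive mutant grown at 25 °C; plate controls were DMSO-treated mutant yeast for no effect and medium wells lacking yeast for full effect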
# TIM10 inh: growth inhibitors of isogenic TIM10 control yeast, primary screen, counter-screen for tim10-1 yeast inhibitor project, luminescence, uHTS. S. cerevisiae TIM10 strain growth, BacTiter-Glo luminescence, 24 h. actives 1.4% (n = 330,000). AID 463195, 2010. inhibition, % at 10 µM;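 active means inhibition of 40% or more at the single tested concentration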;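 further: wild-type TIM10 isogenic control strain grown at permissive 25 °C; 0% = DMSO yeast wells and 100% = minimal medium wells without yeast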
# Starred values were filed as active, the others as inactive; & = joins results of further samples; ! = a repeat was not active.
(1) CC1=[N+](C)N(c2ccccc2)C(=O)C1N=C/C=C/c1ccccc1 (centres undefined)
(2) NCc1ccccc1CS(=O)(=O)N1CCOCC1
(3) N#Cc1cccc(CS(=O)(=O)c2ccc(Cl)cc2)c1
(4) O=C(CNC(=O)C12CC3CC(CC(C3)C1)C2)OCc1ccc(F)cc1Cl
(5) O=C(NCc1ccccc1)C1=C[C@@H](C2CC2)C[C@@H](OCc2ccc(CO)cc2)O1
(6) C/C(=N\NC(=O)Cc1ccc(Cl)cc1)c1ccccc1O
(7) COc1ccc(NC(=O)c2cc(-c3ccccc3Cl)on2)cc1OC
(8) C1=C(CCNc2ncnc3nc[nH]c23)CCCC1
(9) O=C(Nc1ccc(Cl)cn1)c1cnn2cccnc12
(10) COC(=O)Cn1c2c(c3cc(C)ccc31)CCCC2NC(C)c1ccccc1 (centres undefined)

Compound,1,2,3,4,5,6,7,8,9,10
MPTP block,-0.2,-1.8,-0.7,-2.1,2.0,3.1,5.2,-0.1,-1.4,0.7
NLRP3 yeast inh,-5,11,11,24,16,28,22,-11,23,17
APJ agonist,-6,0,-2,-2,-4,-1,-3,0,-5,-1
GRIN3A LBD mod,-1,-1,0,2,-4,-7,-12,-1,4,1
beta cell repl,-1,-4,-2,-1,-3,-4,-3,3,-2,-1
tim10-1 inh,7,-7,10,22,27,-20,10,23,-14,-7
APJ antagonist,4,6,19,-12,-3,1,5,1,4,10
tim23-1 inh,16,-9,12,52*,31,16,19,10,-8,14
TIM10 inh,-14,-7,18,28,28,-7,0,-5,16,4

(11) COCCNC(=O)c1ccc2c(c1)S(=O)(=O)c1ccccc1C2=O
(12) Clc1cccc(N2CCN(c3ncnc4nc[nH]c34)CC2)c1
(13) Cc1noc(C)c1S(=O)(=O)N(C)C[C@H]1Oc2c(NC(=O)Nc3ccc4c(c3)OCO4)cccc2C(=O)N([C@H](C)CO)C[C@@H]1C
(14) CC12CC(NC(=O)N1CCc1ccccc1)c1ccccc1O2 (centres undefined)
(15) CCNc1oc(-c2ccccc2F)nc1S(=O)(=O)c1ccccc1
(16) Cc1nc2ccc(NC(=O)c3ccc(C)c(S(=O)(=O)N4CCOCC4)c3)cc2s1
(17) COc1ccc(NC(=S)N2CCC(Cc3ccccc3)CC2)cc1
(18) CCN(C(=O)CN1C(=O)S/C(=C\c2ccccc2OC)C1=O)C1CCS(=O)(=O)C1 (centres undefined)
(19) O=Cc1nc(-c2ccc(Cl)cc2)n2ccccc12
(20) COCCN(CCOC)C(=S)Nc1cc(S(=O)(=O)N(C)C)ccc1C

Compound,11,12,13,14,15,16,17,18,19,20
MPTP block,-1.8,1.3,-0.2,26,-0.2,-0.4,1.0,-0.5,-2.9,-4.6
NLRP3 yeast inh,6,2,15,9,9,16,41,2,16,-5
APJ agonist,14,-3,-2,-1,1,3,-4,-4,1,-3
GRIN3A LBD mod,-1,-1,1,0,-2,13*,-2,-1,-2,2
beta cell repl,-1,0,-1,0,2,-2,-7,0,0,-4
tim10-1 inh,-25,-5,1,33,1,8,33,25,12,8
APJ antagonist,-3,-18,0,-13,-17,-6,9,10,8,-3
tim23-1 inh,-3,-15,-2,26,7,23,47,11,6,18
TIM10 inh,-6,-17,-1,3,-1,9,25,8,10,-17

# The last 4 entries of the part before come first, to join the parts.
(17) COc1ccc(NC(=S)N2CCC(Cc3ccccc3)CC2)cc1
(18) CCN(C(=O)CN1C(=O)S/C(=C\c2ccccc2OC)C1=O)C1CCS(=O)(=O)C1 (centres undefined)
(19) O=Cc1nc(-c2ccc(Cl)cc2)n2ccccc12
(20) COCCN(CCOC)C(=S)Nc1cc(S(=O)(=O)N(C)C)ccc1C
(21) CCN1CCN(Cc2ccc(NC(=O)c3ccc(C)c(NC(=O)C(=O)c4c[nH]c5ccccc45)c3)cc2C(F)(F)F)CC1
(22) Cc1ccc(SCc2nc3ccccc3n2CC(=O)Nc2c(C)cccc2C)cc1
(23) O=C(CCn1ccc2ccccc21)Nc1ccc(N2CCOCC2)cc1
(24) CSc1nc2ccc3nc(NC(=O)c4cccs4)sc3c2s1
(25) COc1ccc(/C=N/NC(=O)c2nonc2C)cc1
(26) CCCOc1ccccc1C1CC(=O)NC(C)=C1C(=O)OCC(C)C (centres undefined)
(27) COc1cc(OC)c(OC)cc1/C=N/Nc1ncnc2c1[nH]c1ccc(C)cc12
(28) C=CCn1c(SCC(=O)c2c(N)n(C3CC3)c(=O)[nH]c2=O)nnc1-c1ccc(OC)cc1
(29) COCCN(Cc1nc2ccccc2c(=O)[nH]1)C(=O)COc1ccccc1-c1ccccc1
(30) COC(=O)c1ccccc1N/C=C1\CCc2c(c(C)nn2-c2ccccn2)C1=O

Compound,17,18,19,20,21,22,23,24,25,26,27,28,29,30
MPTP block,1.0,-0.5,-2.9,-4.6,94*!,8.6,0.1,1.7,-3.1,1.5,2.6,-0.1,-1.1,6.7
NLRP3 yeast inh,41,2,16,-5,31&23,3,12,-10,9,1,8,5,4,6
APJ agonist,-4,-4,1,-3,2&9,-4,6,1,1,0,-1,-2,-4,5
GRIN3A LBD mod,-2,-1,-2,2,3&-7,-1,-1,28*,0,-2,-3,-4,13*,-1
beta cell repl,-7,0,0,-4,-7&-8,-2,0,-2,2,-3,-2,-4,-3,-2
tim10-1 inh,33,25,12,8,20&33,26,11,21,10,23,0,-4,22,9
APJ antagonist,9,10,8,-3,-63&-4,0,-18,20,11,23,-22,-2,14,-61
tim23-1 inh,47,11,6,18,20&22,2,0,23,11,36,-14,3,8,4
TIM10 inh,25,8,10,-17,-5&10,17,-10,12,-6,15,16,-1,11,10

# Record cards, from the list above. Screens in order: MPTP block | NLRP3 yeast inh | APJ agonist | GRIN3A LBD mod | beta cell repl | tim10-1 inh | APJ antagonist | tim23-1 inh | TIM10 inh
# `Cc1noc(C)c1S(=O)(=O)N(C)C[C@H]1Oc2c(NC(=O)Nc3ccc4c(c3)OCO4)cccc2C(=O)N([C@H](C)CO)C[C@@H]1C` reads -0.2 | 15 | -2 | 1 | -1 | 1 | 0 | -2 | -1
# `C=CCn1c(SCC(=O)c2c(N)n(C3CC3)c(=O)[nH]c2=O)nnc1-c1ccc(OC)cc1` reads -0.1 | 5 | -2 | -4 | -4 | -4 | -2 | 3 | -1

# (listing goes on)
(31) O=C1c2ccncc2C(=O)N1C1CCCCC1
(32) COC(=O)C1=C(C)Nc2ncnn2C1c1ccco1 (centres undefined)
(33) CC(=O)c1c(C(C)=O)c(C)n(-c2cccc3cccnc23)c1C
(34) O=C(Nc1nc2ccccc2s1)c1cnccn1
(35) COc1ccc(CCC(=O)Nc2cc([N+](=O)[O-])ccc2OC)cc1
(36) COc1cc(NC(=O)c2cc(-c3cccc(O)c3)on2)cc(OC)c1OC
(37) CCOc1ccc(C(=O)NCC(=O)N2CC=C(c3ccccc3)CC2)cc1OCC
(38) CCOC(=O)[C@@H]1[C@H]2COc3ccccc3[C@@H]2N2C(=O)N(c3ccc(C)cc3)C(=O)[C@@]12C
(39) O=C(/C=C/c1ccc(S(=O)(=O)NCc2ccco2)cc1)NCc1cccc(Cl)c1
(40) Cc1cccc(Nc2ncccc2C(=O)O)c1C

Compound,31,32,33,34,35,36,37,38,39,40
MPTP block,-0.4,-3.6,-1.0,-0.2,-5.8,110*,-0.7,-1.4,4.5,-4.0
NLRP3 yeast inh,14,-7,-1,29,14,8,21,15,12,14
APJ agonist,-3,-4,-1,-7,-1,0,-4,-3,0,1
GRIN3A LBD mod,-3,1,0,-1,-5,-10,1,-1,1,1
beta cell repl,-2,-3,-3,-2,2,-3,6,-1,0,0
tim10-1 inh,8,5,23,29,33,4,13,13,23,16
APJ antagonist,-3,-2,6,20,11,14,-7,23,3,-13
tim23-1 inh,8,4,12,29,4,-1,26,16,14,-1
TIM10 inh,-13,-6,-11,24,-14,18,3,5,-28,7

(41) Cc1noc(C)c1C(=O)Nc1sc(C)c(C)c1C#N
(42) CCNC(=O)CN1C(=O)NC(Cc2ccccc2)(Cc2ccccc2)C1=O
(43) COC(=O)C1=C(C)N(Cc2ccccc2)C(=NCCc2c[nH]c3ccccc23)N[C@H]1c1cccc(F)c1
(44) CCC1CCCCN1CCCNC(=O)CN1C(=O)COc2ccc(S(=O)(=O)N3CCOCC3)cc21 (centres undefined)
(45) Cc1ccc(OCCNC(=O)c2ccccc2SCC(=O)N2CCCC2)cc1
(46) Cn1cnc2c1c(=O)n(Cc1ccccc1)c(=O)n2C
(47) CCCn1nnc(NC(=O)c2cccc(OCc3ccccc3)c2)n1
(48) C[C@H](NC(=O)c1nc[nH]c1C(=O)NCc1ccccc1)C(=O)OCc1ccccc1
(49) Cc1c(C(=O)NN)sc(-c2ccccc2)c1C#N
(50) CC(C)CC(c1nnnn1C(C)C)N1CCN(C(=O)c2ccco2)CC1 (centres undefined)

Compound,41,42,43,44,45,46,47,48,49,50
MPTP block,0.8,-1.6,-0.5,0.3,-0.7,-1.0,40,1.6,-1.7,-1.7
NLRP3 yeast inh,12,11,11,21,6,11,23,6,17,11
APJ agonist,-7,0,0,0,-2,-5,-4,-5,-3,3
GRIN3A LBD mod,0,-1,-5,-3,0,1,-10,-3,0,1
beta cell repl,-4,4,-6,0,-3,3,1,-2,1,-6
tim10-1 inh,21,-1,28,-6,-3,2,44*,26,29,-3
APJ antagonist,5,-4,27,6,10,13,14,1,-15,-5
tim23-1 inh,26,2,9,-11,-14,4,32,5,12,7
TIM10 inh,25,-14,4,-2,-4,5,29,7,26,5

(51) Cc1cc(C(=O)Nc2cc(S(C)(=O)=O)ccc2Cl)no1
(52) COc1cc(OC)cc(-c2cc3ccccc3c(=O)o2)c1
(53) N#C/C(=C(/O)COC(=O)COc1ccc(Cl)cc1)c1nc2ccccc2[nH]1
(54) O=C1NC2(CCC3(CC2)OCCO3)NN1c1ccccc1
(55) COc1cc(OC)c(C2C(C(=O)N3CCOCC3)=C(C)NC3=C2C(=O)CC(C)(C)C3)cc1OC (centres undefined)
(56) Cc1ccc(S(=O)(=O)N2CCC(C)CC2)c([N+](=O)[O-])c1
(57) CCc1ccc(NC(=O)c2cccc(NC3=NC4CS(=O)(=O)CC4S3)c2)cc1 (centres undefined)
(58) CC(=O)Nc1ccc(NC(=O)C2CC(=O)Nc3ncnn32)cc1 (centres undefined)
(59) O=C1/C(=C/c2ccccc2)N=C(N2CCOCC2)N1c1cccc(Cl)c1

Compound,51,52,53,54,55,56,57,58,59
MPTP block,-4.0,1.3,0.1,-0.2,-0.5,-0.9,-1.7,-0.5,0.5
NLRP3 yeast inh,4,16,3,13,-3,37,-5,-2,15
APJ agonist,-1,1,-4,-5,-4,1,-2,-1,-2
GRIN3A LBD mod,0,1,7,0,0,0,-7,0,1
beta cell repl,4,-2,-4,2,-1,0,-3,2,-2
tim10-1 inh,-4,8,-6,23,2,19,8,-4,30
APJ antagonist,13,-9,7,-4,12,2,-10,5,-4
tim23-1 inh,7,12,-13,30,-4,19,15,12,32
TIM10 inh,-12,12,-14,-4,4,10,3,-1,34
